Source: PubChem
Tb PGK inh: blocks T. brucei phosphoglycerate kinase. P07378. PGK/GAPDH coupled, Kinase-Glo luminescence, 60 min. Potency, µM (top dose mostly 57.5 µM), for the others: top-dose activity change, negative = inhibition, actives largely listed as inhibitors. 380,000 compounds, 0.043% hits. AID 602233; note: % is set by controls: 0 for no effect and ±100 for the full control effect; nearly all actives have a fitted effect of over 60% in size
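Luminescent ATP detection (Kinase-Glo Plus) follows a 60-minute room-temperature incubation, with wells lacking PGK as controls. Buffer: 100 mM TEA (pH 7.6), 5 mM MgCl2, 0.01% Tween-20. Coupling enzyme GAPDH (100 nM final) supplies unstable 1,3-BPG in-well.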
12-LOX inh: blocks human arachidonate 12S-lipoxygenase. P18054. purified 12hLO, xylenol orange hydroperoxide absorbance. 580,000 compounds, 1.1% hits. Potency, µM (series often up to 108 µM), for the others: at the highest dose activity change, negative = inhibition, hits mostly inhibitors; note: % is set by controls: 0 for no effect and ±100 for the full control effect
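Purified human 12hLO (150 nM final) in 25 mM Hepes, 0.01% Triton X-100, pH 7.0 was preincubated 15 min at room temperature with compound. Then 40 uM arachidonic acid was added, 30 min. Hydroperoxide was read by Fe-XO absorbance ratio 573/405 nm.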
JMJD2A Tudor: JMJD2A Tudor domain (human) inhibition; AlphaScreen JMJD2A-Tudor / H3K4me3 peptide binding; Potency, µM (series often up to 114 µM), for inactives: at the top dose activity change, negative = inhibition, actives largely listed as inhibitors; 390,000 compounds, 4.4% hits; AID 504339; note: % is set by controls: 0 for no effect and ±100 for the full control effect; nearly all actives have a fitted effect of over 50% in size
TrxR1 inh: blocks rat thioredoxin reductase 1 | Potency, µM (doses to about 114 µM), for inactives: at the top dose activity change, negative = inhibition, most hits filed as inhibitors | recombinant rTrxR1, NADPH fluorescence consumption, selenite substrate | 390,000 compounds, 1% hits | AID 588453; note: % is set by controls: 0 for no effect and ±100 for the full control effect; nearly all actives have a fitted effect of over 65% in size
Target sequence (O89049 whole entry, looked up): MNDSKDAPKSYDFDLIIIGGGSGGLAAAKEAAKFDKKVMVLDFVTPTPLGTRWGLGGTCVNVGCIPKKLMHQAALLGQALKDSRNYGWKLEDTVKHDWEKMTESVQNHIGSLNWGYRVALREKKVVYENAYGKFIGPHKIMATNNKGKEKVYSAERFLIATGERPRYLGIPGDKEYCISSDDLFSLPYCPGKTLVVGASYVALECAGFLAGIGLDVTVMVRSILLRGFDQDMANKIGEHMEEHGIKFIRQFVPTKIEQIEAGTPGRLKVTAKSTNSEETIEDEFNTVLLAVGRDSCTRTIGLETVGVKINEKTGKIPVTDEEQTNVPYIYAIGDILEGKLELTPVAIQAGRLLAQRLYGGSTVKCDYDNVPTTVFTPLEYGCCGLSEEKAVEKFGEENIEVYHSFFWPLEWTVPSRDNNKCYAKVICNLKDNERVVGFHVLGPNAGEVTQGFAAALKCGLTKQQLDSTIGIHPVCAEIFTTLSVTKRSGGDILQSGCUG
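Rat TrxR1 (90 nM in the dispensed reagent) was pre-reduced with 400 uM NADPH for 5 min at room temperature, then incubated with compound for 15 min. After 400 uM selenite was added, NADPH fluorescence (Ex 340/Em 450 nm) was followed for 8 min.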
Pin1 inh: blocks the human prolyl isomerase Pin1; 390,000 compounds, 0.009% hits; Potency, µM (doses to about 115 µM), for inactives: at the highest dose activity, negative = inhibition, most hits filed as inhibitors; Pin1 FP peptide displacement, HiFluor488, 10 min; active = well fitted inhibition curve with a large enough effect in the polarisation, with a control signal flat, not every such curve was filed as active; inconclusive = small, poorly fitted or top-dose-only effect, or effect the other way, or a change in a side signal; inactive = no such curve, though single readings can be large or run the other way; the % refers to the polarisation; note: % is set by controls: 0 for no effect and ±100 for the full control effect
Target sequence (Q13526 whole entry, looked up): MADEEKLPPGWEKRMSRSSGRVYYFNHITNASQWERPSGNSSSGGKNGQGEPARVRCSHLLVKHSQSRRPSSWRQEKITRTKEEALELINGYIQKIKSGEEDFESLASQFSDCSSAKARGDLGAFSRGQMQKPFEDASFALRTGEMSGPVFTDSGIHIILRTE
HP1b chromo inh: HP1-beta chromodomain-methylated histone interaction inhibition; P83916; AlphaScreen HP1-beta / biotin-H3K9me3 peptide binding; Potency, µM (titrated, usually from 114 µM), without a hit: at the highest dose activity change, negative = inhibition, actives largely listed as inhibitors; 390,000 compounds, 0.56% hits; AID 540317; note: nearly all actives have a fitted effect of over 70% in size; inactives centre near 23
Target sequence (P83916 whole entry, looked up): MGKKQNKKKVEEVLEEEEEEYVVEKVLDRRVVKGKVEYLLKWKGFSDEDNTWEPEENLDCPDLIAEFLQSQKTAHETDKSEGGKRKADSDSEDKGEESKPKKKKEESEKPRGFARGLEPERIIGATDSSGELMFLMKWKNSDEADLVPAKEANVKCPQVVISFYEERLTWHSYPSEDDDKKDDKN
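Compound inhibition of the preformed complex between 50 nM HP1-beta and 50 nM biotinylated H3K9me3 peptide was read by AlphaScreen. Buffer was PBS pH 7.4 with 0.01% Tween-20. Incubations ran 30 min at room temperature, with 10 ug/mL donor/acceptor beads.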
RGS4 inhibitor: human RGS4 inhibition; P49798; Transcreener GDP fluorescence polarization, RGS4-accelerated GTP hydrolysis; Potency, µM (doses to about 114 µM), inactives show at the top dose activity change, negative = inhibition, most hits filed as inhibitors; 390,000 compounds, 0.039% hits; note: % is set by controls: 0 for no effect and ±100 for the full control effect; nearly all actives have a fitted effect of over 75% in size; some results filed as inactive show a strong effect at the top dose
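MLSMR compounds (23 nl, pin-transferred) preincubated 10 min at room temperature with a 500nM (2x) first reagent, then RGS4 at 900nM (2x) plus Transcreener GDP mix added; fluorescence polarization (620/688 nm) read before and after 90 min at 30 °C.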
ERG-DNA inh: blocks human ERG Ets domain binding to DNA; P11308; fluorescence polarization, His-ERG Ets domain / labelled DNA; Potency, µM (series often up to 76.9 µM), inactives show top-dose FP activity, negative = inhibition, most hits filed as inhibitors; 370,000 compounds, 0.028% hits; AID 624246; active = well fitted inhibition curve with a large enough effect in the polarisation, with a control signal flat; inconclusive = small, poorly fitted or top-dose-only effect, or effect the other way, or a change in a side signal; inactive = no such curve, though single readings can be large or run the other way; the % refers to the polarisation;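 note: polarization taken with two DNA probes labelled with fluorescein and Texas red; % of control where 0% means no effect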
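His-tagged ERG Ets domain (1 uM in the protein solution; 300mM KCl, 50mM Tris-HCl, 1mM EDTA, 1mM DTT, pH 7.5) received compound, then a probe mix of 5 nM fluorescein-DNA and 100nM Texas-615-DNA. Fluorescence polarization was read for both dyes.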
GLS inh: glutaminase GLS (human) inhibition | O94925 | GLS enzymatic activity, qHTS titration | Potency, µM (doses to about 45.5 µM), for inactives: at the top dose activity change, negative = inhibition, hits mostly inhibitors | 410,000 compounds, 0.21% hits | AID 624170; note: % is set by controls: 0 for no effect and ±100 for the full control effect
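Human kidney-isoform GLS in 45 mM KH2PO4 pH 8.2, 0.02% Tween-20, with compound, started with 1mM L-Glutamine (added stock). Glutamate oxidase/HRP/Amplex red coupled fluorescence read at start and after 30 min at RT.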
The depositor's hits bear a star; i = inactive; ? = inconclusive; nt = not tested or not shown; & = joins results of further samples; [ ] = dose if it differs, or a comment. Unless noted, calls come from the whole dose curve; as a rule, active = well fitted curve in the direction sought with a large enough effect; inconclusive = small, poorly fitted or top-dose-only effect, or another doubt; inactive = no such curve, though single readings can be large; an effect the other way counts as inactive or inconclusive. Potency is the fitted concentration of half-maximal effect. This is a subset (hit frequency here may not be typical).

Results follow in this order: Tb PGK inh	12-LOX inh	JMJD2A Tudor	TrxR1 inh	Pin1 inh	HP1b chromo inh	RGS4 inhibitor	ERG-DNA inh	GLS inh
COc1ccc(N2CCN(C(=O)c3ccc4c(=O)n(CCc5ccc(OC)c(OC)c5)c(=O)[nH]c4c3)CC2)cc1
    2%	-1%&-13%	-5%&-16%	4%&5%[57.1 µM]	-1%&1%	10%&23%	-20%&19%	-2%&3%	-6%&5%
Cc1ccc(S(=O)(=O)N2CCC(C(=O)N3CCCC3C(=O)N[C@@H](CC(C)C)C(=O)NCC(N)=O)CC2)cc1 (stereo not given in full)
    1%	5%	-14%	15%	-1%	14%	22%	-4%	18%
CC(C)N1CC(C(=O)Nc2ccc(C#N)cc2)CC1=O (stereo not given)
    i	13%	-7%	11%	5%	56%[activator]	17%	-4%	-2%
CCCN(CCC)C(=O)Cn1c(=O)n(CCCCCC(=O)Nc2ccccc2)c(=O)c2sccc21
    -4%	0%&-1%	-3%&8%	5%&7%	0%&2%	41%&35%[activator]	-14%&-14%	1%&6%	-7%&0%
Cc1ccc(Cl)cc1NC(=O)CN1CCN(S(=O)(=O)N2CCC(C)CC2)CC1
    -2%	-17%	-5%	15%	-4%	42%[activator]	-52%	-13%	-11%
CCCCNC(=O)Oc1cccc(N2CCCC2=O)c1
    i	-5%	8%	2%	0%	37%	-31%	-2%	0%
Cc1c(C(=O)NNS(=O)(=O)c2ccccc2)sc(=S)n1C
    i	-5%	8.9µM*	-24%	-2%	34%	2%	1%	28%
O=C(CCS(=O)(=O)c1ccccc1)NCCS(=O)(=O)c1ccccc1
    -2%	?	-20%	8%[57.1 µM]	-2%	24%	-6%	2%	9%
Clc1ccc(-c2noc(CN3CCOCC3)n2)cc1
    i	193%[activator]	1%	7%[57.1 µM]	-5%	21%	-17%	-18%	-14%
O=C(COc1ccc(Cl)cc1)OCc1cc(=O)n2nc(-c3cccs3)sc2n1
    i	-5%	-29%	15%[57.1 µM]	?	-5%	-6%	8%	-8%
Cc1ccc(C2=NN(CC(=O)O)C(=O)CC2)cc1
    i	-2%	-17%	2%[11.4 µM]	-13%	2%	-3%	7%	-26%
CCCCSc1nc(O)cc(=O)n1CC
    -3%	0%	-6%	13%	-1%	47%[activator]	4%	-17%	0%
CC(C)c1ccc(N(C(=O)CNC(=O)c2ccco2)C(C(=O)NC2CCCC2)c2ccncc2)cc1 (stereo not given)
    7%	-5%	-6%	-18%	-7%	-3%	8%	-1%	9%
C=CCNc1oc(-c2cccc3ccccc23)nc1C#N
    -3%	?	-7%	71%[activator]	-2%	-17%	-9%	nt	4%
COc1cc([N+](=O)[O-])cc(/C=N/N(CCC#N)C(C)=O)c1O
    -5%	-26%	-7%	10%[57.1 µM]	37%[activator]	11%	-13%	?	3%
Cc1ccc(N2CC(C(=O)NCCS(=O)(=O)N3CCN(c4ccccc4)CC3)CC2=O)cc1C (stereo not given)
    2%&-17%	-6%&-23%	-18%&-3%	23%&21%[57.1 µM]	2%&4%	54%[activator]	-18%[56.9 µM]	0%&2%	-3%&-26%
CC(=O)c1ccc(OCc2cc(C(=O)N(C)CCN3CCOCC3)no2)cc1
    0%	-3%	-10%	7%	-9%	45%[activator]	-25%	-11%	-4%
Cc1cccc(NC(=S)N2CCC(C(=O)c3ccc(F)cc3)CC2)c1
    2%	?	?	?	?	-9%	-28%[56.9 µM]	4%	?
COc1ccc(C2c3[nH]c4ccccc4c3CCN2CCCn2cccn2)c(F)c1 (stereo not given)
    -2%	0%	-35%	-9%	-3%	-23%	15%	-6%	-2%
CCOC(=O)Cn1c(=O)oc2cc(S(=O)(=O)N3CCN(C(=O)OCC)CC3)ccc21
    7%	9%	-6%	11%	-3%	23%	23%	-6%	15%
Cc1onc(-c2c(F)cccc2Cl)c1C(=O)NCCO
    -7%	-16%	-6%	7%	-8%	34%	-9%	7%	5%
CCn1c(=O)c2cc(C(=O)NCc3cccs3)sc2c2ccccc21
    2%	-9%	-5%	6%[57.1 µM]	0%	36%	-4%	4%	0%
COc1ccc(C(=O)NCCn2cc(SCC(=O)NCC3CCCO3)c3ccccc32)cc1OC (stereo not given)
    4%	1%	-11%	-3%	2%	19%	1%	3%	7%
CCCc1nn2c(=O)cc(COC(=O)c3ccccc3NC(=O)C3CCCCC3)nc2s1
    i	-3%	-29%	0%[57.1 µM]	4%	-15%	-13%	2%	-4%
CCN(CC)S(=O)(=O)c1ccc(C(=O)N=c2sc3cccc(OC)c3n2C)cc1
    -1%	-7%	7%	0%	?	39%	3%	-2%	-1%
CC(C)NCC(=O)C12CC3CC(CC(C3)C1)C2
    -8%	11%	-13%	27%	0%	21%	-2%	-3%	-2%
COc1cc(CC(=O)OCC(=O)N2C(C)CCCC2C)cc(OC)c1OC (stereo not given)
    -4%	20%	-13%	8%	-6%	29%	-3%	3%	-11%
O=C(NCCC1=CCCCC1)C(=O)NCc1ccncc1
    -8%	0%	-8%	-5%	-10%	49%[activator]	-20%	1%	-2%
CCCOc1ccc(-c2nn(-c3ccccc3)cc2/C=C2\SC(N)=NC2=O)cc1
    8%	-16%	6%	9%[57.1 µM]	15%	25%	-7%	-4%	22%
C/C(=N\Nc1ncc(Br)cn1)c1cccc([N+](=O)[O-])c1
    -6%	22%	-8%	6%	-3%	22%	15%	0%	2%

The closing 2 records of the section before lead into the next.
Results follow in this order: Tb PGK inh	12-LOX inh	JMJD2A Tudor	TrxR1 inh	Pin1 inh	HP1b chromo inh	RGS4 inhibitor	ERG-DNA inh	GLS inh
CCCOc1ccc(-c2nn(-c3ccccc3)cc2/C=C2\SC(N)=NC2=O)cc1
    8%	-16%	6%	9%[57.1 µM]	15%	25%	-7%	-4%	22%
C/C(=N\Nc1ncc(Br)cn1)c1cccc([N+](=O)[O-])c1
    -6%	22%	-8%	6%	-3%	22%	15%	0%	2%
CCc1ccc(NC(=O)CC2C(=O)N(c3ccc(F)cc3)C(=O)N2Cc2ccc(F)cc2)cc1 (stereo not given)
    -5%	-27%	-14%	18%	2%	17%	-5%	-3%	2%
COCCN(C(=O)COC(=O)c1cccs1)c1c(N)n(Cc2ccccc2)c(=O)[nH]c1=O
    4%	-2%	5%	4%	0%	25%	-7%	8%	0%
Cc1nc(C)c(-c2ccc(SCC(=O)Nc3ccc(Br)cc3)nn2)s1
    15%	-28%	-7%	3%[57.1 µM]	89%[activator]	11%[57 µM]	-9%	6%	-9%
Nc1ccccc1C(=O)NCC1(c2ccccc2)CCCC1
    3%	-7%	-14%	-22%	5%	58%[activator]	-13%	-1%	1%
COCCN1C=C2C(=O)C(C)(OC(=O)C3CCCC3)C(=O)C(c3ccccc3)=C2C=C1CCCC(=O)OC (stereo not given)
    i	-14%	-16%	-5%	-7%	14%	-1%	10%	2%
Cc1nnc(SCC(=O)NCc2ccc(N(C)C)cc2)c2nn(-c3ccccc3)c(C)c12
    -1%	-19%	?	11%	13%	-17%	7%	2%	12%
O=C(COc1ccc(Br)cc1)Nc1cccc2cccnc12
    7%	0%&2%	67%[activator]	13%[57.1 µM]	0%	41%[activator]	18%	2%	6%
O=C(NNc1ccc(Cl)cc1)c1cccs1
    -5%	?	-30%	5%	1%	19%	-22%	2%	26%
CC(C)(/C=N/O)N(O)C=C1C=CC(=O)C=C1
    5%	?	1%[11.4 µM]	5%	-4%	36%	-10%[11.4 µM]	-3%	33%[activator]
COc1ccc(CNC(=O)c2ccc3c(c2)N(Cc2ccccc2C)C(=O)c2ccccc2S3=O)cc1 (stereo not given)
    -2%	-23%	-27%	43%[57.1 µM]	27%	26%	10%	-14%	2%
COc1cc2c(cc1OC)C1=C(C#N)CN(C3CCCCC3)CN1CC2
    -1%	40µM*	?	-50%	2%	14%	3%	1%	11%
CC(=O)Nc1cccc(C(=O)Nc2cccc3ncccc23)c1
    -1%	-16%	-6%	7%[57.1 µM]	-2%	29%	18%	13%	0%
CN(CC(=O)Nc1ccc(F)cc1)CC(=O)N1CCCCCC1
    -7%	11%	4%	0%	3%	30%	2%	0%	-1%
Cc1cc(C)cc(N(CC(=O)NC2CCCC2)C(=O)CCC(=O)Nc2nccs2)c1
    -10%	0%	-13%	37%[activator]	-2%	-8%	-3%	-7%	-4%
O=C1c2ccccc2C(=O)N1CC#CCN1CCN(C(c2ccccc2)c2ccccc2)CC1
    i	?	?	?	11%	-6%	-26%	-2%	9%
N#Cc1ccccc1COC(=O)CCCC1=NS(=O)(=O)c2ccccc2N1
    0%	1%	-1%	13%	-5%	74%[activator]	0%[56.9 µM]	2%	5%
S=C(NCCc1ccccc1)NN=C1CCCCCC1
    3%	?	-30%	11%[57.1 µM]	0%	-19%	-29%	-2%	0%
O=c1c2[nH]c3ccccc3c2ncn1CCN1CCOCC1
    -7%	0%	-12%	5%[57.1 µM]	2%	54%[activator]	-17%	-7%	-15%
